TEAD-YAP inh = TEAD-YAP interaction inhibition. HEK-TIYL cells, TEAD-Gal4/YAP UAS-luciferase luminescence. inhibition, % at 9.12 µM. 1.4% of 640,000 active. AID 1259422; in the data active means inhibition above about 32%;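 further: 0% = median of test compound wells and 100% = reference inhibitor wells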
MITF primary = human MITF inhibition, primary screen. O75030. AlphaScreen MITF homodimerization, bead proximity signal. inhibition, % at 2.6 µM. 0.91% of 650,000 active; in the data active means inhibition above about 50%;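 further: 0% = vehicle wells with protein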
Target sequence (O75030 whole entry, looked up): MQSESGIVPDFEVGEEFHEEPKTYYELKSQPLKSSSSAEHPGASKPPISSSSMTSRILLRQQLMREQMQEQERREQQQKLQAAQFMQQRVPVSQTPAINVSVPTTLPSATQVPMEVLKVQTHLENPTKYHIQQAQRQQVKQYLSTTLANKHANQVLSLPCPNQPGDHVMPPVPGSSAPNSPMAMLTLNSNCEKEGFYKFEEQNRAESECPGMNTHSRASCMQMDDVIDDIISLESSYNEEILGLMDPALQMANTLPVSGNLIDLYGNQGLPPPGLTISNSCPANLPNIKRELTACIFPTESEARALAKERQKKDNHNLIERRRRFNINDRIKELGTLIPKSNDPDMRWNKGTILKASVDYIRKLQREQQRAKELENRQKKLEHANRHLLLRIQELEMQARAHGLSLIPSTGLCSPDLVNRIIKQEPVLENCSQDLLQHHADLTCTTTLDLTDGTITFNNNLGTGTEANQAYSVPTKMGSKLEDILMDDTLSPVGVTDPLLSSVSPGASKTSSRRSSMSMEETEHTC
GPR151 ag = activators of human GPR151; Q8TDV0; activation, % at 11.2 µM; AID 1508602; PathHunter beta-arrestin GPR151 cells, luminescence; 1% of 650,000 active; in the data active means activation above about 4.9%;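 further: 0% = median of compound wells and 100% = cells with positive control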
Target sequence (Q8TDV0 whole entry, looked up): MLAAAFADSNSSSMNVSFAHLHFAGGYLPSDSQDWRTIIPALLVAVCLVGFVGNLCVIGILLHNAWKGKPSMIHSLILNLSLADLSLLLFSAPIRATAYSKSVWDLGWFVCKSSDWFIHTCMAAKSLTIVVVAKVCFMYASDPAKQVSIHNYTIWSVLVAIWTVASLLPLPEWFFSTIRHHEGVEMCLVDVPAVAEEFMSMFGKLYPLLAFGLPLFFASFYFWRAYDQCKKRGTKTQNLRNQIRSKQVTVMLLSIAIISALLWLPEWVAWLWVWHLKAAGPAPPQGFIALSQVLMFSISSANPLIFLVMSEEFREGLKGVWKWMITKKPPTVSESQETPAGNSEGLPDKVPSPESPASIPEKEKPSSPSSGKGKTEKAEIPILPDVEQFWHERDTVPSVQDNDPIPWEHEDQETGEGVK
FBW7 activator = human FBW7 E3 ligase activation, primary screen. normalized activity (activation), % at 26.1 µM. Q969H0. 0.13% of 650,000 active. AlphaScreen FBW7–phospho-cyclin E peptide binding, activator screen; in the data active means normalized activity above about 1.9%;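 further: purified mutant Fbw7 with reduced substrate affinity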
Active calls of the source: *. Outcome played no part in choosing rows (roughly 3.4% active in at least one column).

Sample of the layout:
SMILES | TEAD-YAP inh | MITF primary | GPR151 ag | FBW7 activator
CCOc1ccccc1N1C(=O)C2C(c3ccccc3)C=CC(c3ccccc3)C2C1=O (stereo not given) | 3 | 7 | 1.1 | -0.1
O=C(Cn1ccc2ccccc2c1=O)NCCC(=O)NC1CC1 | -5 | 5 | -0.2 | -0.1
CCn1c(N2CCCC(C(=O)NC3CC3)C2)nc2ccccc21 (stereo not given) | -4 | 0 | 0.9 | -0.1
COc1ccc(-c2noc(NCc3ccccc3OC)n2)cc1 | -31 | 10 | 0.2 | 0.8
COc1ccccc1C(=O)N/C(=C\c1ccc2c(c1)OCO2)C(=O)NN | 0 | 11 | -1.1 | 0.0
COc1ccc(CN2CCN(Cc3ccco3)CC2)cc1 | -21 | 71* | -0.6 | -0.2
Cc1cnc(NC2CCN(Cc3ccccc3)CC2)nc1NCCc1ccc(O)cc1 | -6 | -7 | 0.4 | -0.1
CN1C(=O)N(C)C2(c3ccccc3)Nn3c(s/c(=C/c4ccccc4)c3=O)=NC12c1ccccc1 (stereo not given) | -8 | 13 | 1.7 | 0.7
Nc1nnc(SCc2ccc(Cl)c(Cl)c2)s1 | -7 | 10 | 0.1 | -0.1
CC(C)CCN1CCN2C(=O)[C@@H]([C@H](C)O)NC(=O)[C@H]2C1 | 0 | 13 | -0.5 | 0.3
Cc1ccccc1NC(=O)C1CC(=O)N(c2cccc([N+](=O)[O-])c2)C1 (stereo not given) | 17 | -17 | 0.1 | 0.1
CCNc1nc(Nc2ccccc2)c2cnn(C)c2n1 | 3 | 4 | 0.4 | -0.2
N#CC1=C(N)OC2=C(C(=O)CC(c3ccco3)C2)C1c1ccc2c(c1)OCO2 (stereo not given) | -6 | -4 | 0.2 | -0.2

The list itself, from the first entry:
SMILES | TEAD-YAP inh | MITF primary | GPR151 ag | FBW7 activator
CCOc1ccccc1N1C(=O)C2C(c3ccccc3)C=CC(c3ccccc3)C2C1=O (stereo not given) | 3 | 7 | 1.1 | -0.1
O=C(Cn1ccc2ccccc2c1=O)NCCC(=O)NC1CC1 | -5 | 5 | -0.2 | -0.1
CCn1c(N2CCCC(C(=O)NC3CC3)C2)nc2ccccc21 (stereo not given) | -4 | 0 | 0.9 | -0.1
COc1ccc(-c2noc(NCc3ccccc3OC)n2)cc1 | -31 | 10 | 0.2 | 0.8
COc1ccccc1C(=O)N/C(=C\c1ccc2c(c1)OCO2)C(=O)NN | 0 | 11 | -1.1 | 0.0
COc1ccc(CN2CCN(Cc3ccco3)CC2)cc1 | -21 | 71* | -0.6 | -0.2
Cc1cnc(NC2CCN(Cc3ccccc3)CC2)nc1NCCc1ccc(O)cc1 | -6 | -7 | 0.4 | -0.1
CN1C(=O)N(C)C2(c3ccccc3)Nn3c(s/c(=C/c4ccccc4)c3=O)=NC12c1ccccc1 (stereo not given) | -8 | 13 | 1.7 | 0.7
Nc1nnc(SCc2ccc(Cl)c(Cl)c2)s1 | -7 | 10 | 0.1 | -0.1
CC(C)CCN1CCN2C(=O)[C@@H]([C@H](C)O)NC(=O)[C@H]2C1 | 0 | 13 | -0.5 | 0.3
Cc1ccccc1NC(=O)C1CC(=O)N(c2cccc([N+](=O)[O-])c2)C1 (stereo not given) | 17 | -17 | 0.1 | 0.1
CCNc1nc(Nc2ccccc2)c2cnn(C)c2n1 | 3 | 4 | 0.4 | -0.2
N#CC1=C(N)OC2=C(C(=O)CC(c3ccco3)C2)C1c1ccc2c(c1)OCO2 (stereo not given) | -6 | -4 | 0.2 | -0.2
O=C(Cn1c(=O)c2cccn2c2ccccc21)N1CCC2(CC1)OCCO2 | -2 | 5 | -0.4 | 0.0
CCN(CC)S(=O)(=O)c1ccc(/C=C/C(=O)NC23CC4CC(CC(C4)C2)C3)cc1 | 5 | 18 | -0.7 | 0.4
O=C(CCCn1c(=S)[nH]c2ccccc2c1=O)NCc1cccc(Cl)c1 | 3 | 6 | -1.4 | 0.0
NC(=O)c1ccc(-c2cccc(C(=O)NCCN3CCOCC3)c2)cc1 | 4 | 8 | -0.1 | 0.1
CCOC(=O)NC(c1ccc(Cl)cc1)C(Cl)Cl (stereo not given) | 0 | 5 | 0.1 | -0.1
COc1ccccc1CN1C[C@@H]2C[C@@H](C3=Cc4cccc(OC)c4OC3)N3CCC[C@@]23C1=O | -4 | 11 | -0.5 | 0.1
Cc1ccc(CN[C@H]2C[C@H]3C(=O)N[C@@H](CO)C(=O)N3C2)c(C)c1 | 7 | 11 | 2.8 | 0.8
O=C(CCCCn1c(=O)[nH]c2ccccc2c1=O)N1CCN(c2cccc(Cl)c2)CC1 | 6 | -5 | -0.1 | -0.1
CC1=C(C(=O)OC2CCCC2)C(c2ccc([N+](=O)[O-])cc2)NC(=O)N1C (stereo not given) | 2 | 9 | -1.7 | -0.1
CCc1ccc(-n2c(SCC3COc4ccccc4O3)nc3[nH]ncc3c2=O)cc1 (stereo not given) | -17 | 2 | 1.7 | -0.1
CC(=O)Oc1cc(OC(C)=O)c2c(C)cc(=O)oc2c1 | 7 | 6 | -1.2 | -0.3
CC1(C)CC(=O)C2=C(C1)Nc1ccccc1NC2c1cccc([N+](=O)[O-])c1 (stereo not given) | -3 | -3 | -1.2 | 0.1
Later entries:
SMILES | TEAD-YAP inh | MITF primary | GPR151 ag | FBW7 activator
CCc1nc(SC(CC)C(=O)OC)c2c(=O)n(C)c(=O)n(C)c2n1 (stereo not given) | -9 | -1 | 2.1 | 0.2
CCN(C(=O)Cc1cccs1)c1ccccc1 | 2 | -2 | -1.2 | 0.1
O=[N+]([O-])c1ccccc1S(=O)(=O)N1CCN(Cc2ccccc2)CC1 | -11 | 1 | -1.0 | -0.2
COc1ccc2nc(SCc3nc(N)nc(Nc4ccccc4)n3)[nH]c2c1 | -18 | -2 | 0.3 | -0.1
CCC(=O)N1N=C(c2cccs2)CC1c1ccc(N(C)C)cc1 (stereo not given) | -9 | 28 | 1.5 | 0.0
CCC(=O)N1c2ccccc2-c2nnc(SC)nc2OC1c1ccc(-c2ccc(Br)cc2)o1 (stereo not given) | 0 | 1 | 3.3 | 0.1
O=C(COC(=O)c1ccc[nH]c1=O)c1ccc(Cl)s1 | -2 | 10 | 1.2 | 0.1
CCOC(=O)C1CCCN(C(=S)Nc2cc(Cl)ccc2OC)C1 (stereo not given) | -11 | 26 | -0.6 | 0.3
Cc1nn(Cc2ccccc2)c(C)c1NC(=O)CCl | -3 | 9 | 2.2 | 0.1
N#CC1=C(SCc2ccccc2)NC(=O)CC1c1ccccc1Cl (stereo not given) | -8 | -1 | 0.4 | 0.0
O=c1c2c([N+](=O)[O-])cc([N+](=O)[O-])cc2sn1-c1ccccc1 | 17 | 6 | -0.1 | 0.2
COCCN(Cc1cc2cc(C)ccc2nc1Cl)C(C)=O | 3 | -5 | -0.1 | 0.0
O=C1CSC(=Nc2ccc([N+](=O)[O-])cc2)N1 | 9 | -17 | 0.1 | -0.1
COC(=O)C1=CN(C(C)c2ccccc2)C=C(C(=O)OC)C1c1cccc(Cl)c1 (stereo not given) | -2 | -14 | 0.4 | 0.6
COc1cccc(C(=O)Nc2nc3c(s2)C(=O)CC(C(=O)N2CCCC(C)C2)C3)c1 (stereo not given) | 6 | -5 | -0.4 | -0.2
COc1ccc(CNC(=O)C(=O)c2cc(Br)ccc2NC(C)=O)cc1 | 13 | 0 | 0.2 | -0.1
c1coc(-c2nn3c(Cn4nnc5ccccc54)nnc3s2)c1 | -2 | 12 | 1.8 | 0.0
O=C(CSc1nc2ccsc2c(=O)n1CCc1ccccc1)NCCC1=CCCCC1 | 5 | 19 | 2.3 | 0.5
O=S1(=O)CCC(NS(=O)(=O)c2cccs2)C1 (stereo not given) | -11 | -4 | 0.4 | 0.0
O=C(COc1ccc(Cl)cc1)Nc1nncs1 | -24 | 5 | 0.2 | 0.0
COc1ccc(-c2cc(NCCN3CCOCC3)nc(N)n2)cc1 | -35 | 1 | 1.4 | -0.2
COc1cc(OC)c(NS(=O)(=O)c2cc(Br)cnc2N)cc1Cl | 1 | 5 | 1.4 | -0.1
COc1ccc2[nH]c3c(=O)n(CCC(=O)O)c(SCC(N)=O)nc3c2c1 | 5 | -14 | -1.2 | -0.1
COc1ccc(CC(=O)Nc2ccc(-c3noc(-c4cccc(OC)c4)n3)cc2)cc1 | 3 | -3 | 1.4 | -0.2
CCC(Sc1nnc2c3ccccc3n(C)c2n1)C(=O)Nc1cccc(C(C)=O)c1 (stereo not given) | -1 | 9 | -1.2 | 0.0
Continued.
SMILES | TEAD-YAP inh | MITF primary | GPR151 ag | FBW7 activator
O=C(CC1C(=O)NCCN1C1CCCC1)NCCCOc1cccnc1 (stereo not given) | -8 | -19 | -0.5 | 0.0
CCOc1ccc(C(c2nnnn2CCOC)N2CCN(CC)CC2)cc1 (stereo not given) | -11 | -3 | -0.6 | 0.0
COc1ccccc1NS(=O)(=O)c1ccc(N=Cc2c(C)[nH]n(-c3cccc(Cl)c3)c2=O)cc1 | 0 | 0 | -1.1 | 0.1
O=C(c1ccc(I)cc1)N1CCN(c2ccc(O)cc2)CC1 | -10 | -5 | 2.2 | 0.2
COc1ccc(CCNc2cc(NCc3ccc4c(c3)OCO4)nc(N)n2)cc1 | 11 | 7 | 0.3 | -0.2
O=C(Nc1ccc(Cc2ccncc2)cc1)c1ccc([N+](=O)[O-])cc1 | 7 | -7 | 0.4 | -0.1
CC1CCCN(C2CCC(=O)N(Cc3cc4c(cc3Cl)OCO4)CC2)C1 (stereo not given) | -1 | -8 | 3.0 | -0.1
O=C(Nc1cnn(C23CC4CC(CC(C4)C2)C3)c1)c1nn2cccnc2c1Cl | -39 | -4 | 1.0 | 0.0
CC(=O)NC1=NN(C(C)=O)C2(S1)C(=O)N(C(C)C)c1ccc(C)cc12 (stereo not given) | 6 | -6 | -0.6 | -0.2
CCOc1cc(C2C(C(N)=O)=C(C)Nc3nnnn32)ccc1OCc1ccccc1 (stereo not given) | 15 | 19 | 1.1 | 0.2
C[C@H]1NC(=O)[C@@H]2C[C@H](NC(=O)Nc3ccccc3C(F)(F)F)CN2C1=O | 1 | -6 | 0.3 | 0.0
O=C(NCC1CC1)C1CC(Cc2cccc3ccccc23)=NO1 (stereo not given) | -67 | -19 | -1.5 | 0.1
C=CCNS(=O)(=O)Cc1ccccc1Cl | 5 | 0 | -0.2 | -0.1
COc1ccc(CCNC(=O)Nc2cccc(Cl)c2)cc1 | -11 | -13 | 1.8 | 0.1
CCCCCOc1ccc(N2C(=O)CSC2c2ccc(Cl)cc2)cc1 (stereo not given) | 3 | -11 | -1.3 | -0.1
O=C(O)CCC(=O)Nc1cccc(-c2cn3ccccc3n2)c1 | -3 | -9 | 0.9 | 0.2
N#Cc1c(NC(NC(=O)c2ccccc2F)(C(F)(F)F)C(F)(F)F)sc2c1CCCC2 | 3 | 13 | 1.3 | 0.0
N/C(CC(=O)Nc1ccc(N2CCOCC2)cc1)=N\O | 2 | 1 | 0.3 | 0.1
COC(=O)c1ccc(C2C(C(C)=O)=C(O)C(=O)N2c2ccc(C)c(Br)c2)cc1 (stereo not given) | -8 | -9 | -0.4 | 0.5
O=C(Nc1ccccc1NC(=O)c1cc2cc(Br)ccc2oc1=O)c1ccc(C(F)(F)F)cc1 | 1 | -4 | -0.3 | 0.0
CCc1ccccc1N(CC(=O)NCc1ccco1)S(C)(=O)=O | 6 | 28 | -0.8 | 0.6
Cc1cccc(N(C)C(=O)C2CCCN(S(=O)(=O)c3c(C)noc3C)C2)c1 (stereo not given) | -2 | 11 | 0.2 | -0.1
O=C(Nc1ccccc1Cl)Nc1cc(C(F)(F)F)ccc1-n1ccnc1 | -5 | -7 | 0.0 | 0.0
COc1cc(C2CC(c3cc(Cl)ccc3O)=NN2)ccc1O (stereo not given) | -33 | 5 | 1.0 | 0.0
O=C(COc1ccc(Cl)cc1)Nc1nc(-c2cccc3ccccc23)cs1 | 3 | -11 | 1.1 | -0.2
Next part.
SMILES | TEAD-YAP inh | MITF primary | GPR151 ag | FBW7 activator
COc1cccc2c1NC(C)(C)c1ssc(=Nc3ccc(S(=O)(=O)Nc4nccs4)cc3)c1-2 | 8 | 2 | 0.7 | -0.1
CCOC(=O)CN1CCN(c2ccc(-c3ccco3)cn2)CC1 | -13 | 5 | -0.4 | -0.2
COc1ccccc1/C=C1/C(=O)N(c2ccccc2)N=C1C | 7 | 6 | -0.1 | -1.1
CCCCN(CC)CCNC(=O)c1cn(CCOC)c(=O)c2c1c1ccccc1n2C | -6 | -7 | 0.0 | 0.0
COc1ccc(OC)c(C2C(C#N)=C(N)Oc3cc(C)n(Cc4ccco4)c(=O)c32)c1 (stereo not given) | 4 | -1 | -0.8 | -0.1
CCCSc1nnc(CNC(=O)c2ccc(OC)cc2)n1-c1cc(C)ccc1C | 1 | -4 | -0.3 | 0.1
COC(=O)c1cccc(Oc2nc3c(c(=O)n(C)c(=O)n3C)n2C(C)C)c1 | 4 | 15 | 0.3 | 0.0
O=C1CN(CC(=O)Nc2ccc(SC(F)F)cc2)CCN1 | -4 | 0 | -1.5 | 0.1
C1=CC2CC1CC2CN1CCN(Cc2ccccn2)CC1 (stereo not given) | -4 | 74* | -1.0 | -0.1
CCOc1cc2c(cc1OCC)N(CC)/C(=C\C=O)S2 | -12 | -6 | -0.2 | -0.1
O=C(Nc1ccc2c(c1)OCO2)c1ncoc1-c1ccc2ccccc2c1 | -2 | -3 | 0.6 | 0.0
COc1ccc(C)cc1NC(=O)c1cc(S(=O)(=O)NCc2ccco2)ccc1F | -2 | 12 | -0.3 | -0.1
COc1cccc(C(=O)NC(C)c2nnc3n2CCN(CC=C(C)C)CC3)c1 (stereo not given) | 2 | 17 | 1.9 | 0.2
O=C(c1ccc2c(c1)OCCO2)N1CCN(c2nc3ccc(Cl)cc3s2)CC1 | 0 | 11 | -1.6 | 0.0

Source: PubChem (The Scripps Research Institute Molecular Screening Center)
